Screening results (PubChem)
GLA spleen mod = qHTS Assay for Inhibitors and Activators of Human alpha-Galactosidase From Spleen Homogenate | Alpha-galactosidase A (Homo sapiens), P06280 | Potency, µM (highest dose often 80 µM), for the others: at the highest dose activity change, negative = inhibition, hits mostly inhibitors | hit rate 0.008% among 240,000 | human spleen homogenate, 4MU-alpha-Gal fluorescence, 40 min;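 note: 0% = enzyme with vehicle and -100% = no enzyme basal signal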
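Human spleen homogenate (1 ug) was the enzyme source, with 4-methylumbelliferyl-alpha-D-galactopyranoside (1 mM final) in pH 5.0 citrate buffer with 0.01% Tween-20. Compounds were titrated; after 40 min at 37C, NaOH/glycine stop, 4-MU fluorescence read; AC50 from Hill fits.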
Epigenetic derep = Quantitative High-Throughput Screen for Regulators of Epigenetic Control; murine LDR cells, GFP reporter derepression, 30 h; hit rate 0.2% among 280,000; Potency, µM (doses to about 53.9 µM), for the others: top-dose GFP activation, actives largely listed as activators; AID 1865, 2009; note: % of control where 0% means no effect; nearly all actives have a fitted effect of over 60% in size
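Readout is the number of GFP-expressing murine LDR cells, counted by cytometry following washing. Cells were treated with compound for 30 h at 37 C; the stably integrated CMV-GFP locus is normally silent.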
GAA inh = qHTS Assay for Inhibitors of Human alpha-Glucosidase as a Potential Chaperone Treatment of Pompe Disease; Lysosomal alpha-glucosidase (Homo sapiens), P10253; purified human GAA, 4-MU-alpha-glucoside fluorescence; Potency, µM (doses to about 76.9 µM), without a hit: at the top dose activity change, negative = inhibition, usual class: inhibitors; hit rate 0.005% among 200,000; AID 1466, 2008;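 note: plate controls were uninhibited enzyme wells for no effect and no-enzyme background for full effect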
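Activity normalized between no-enzyme (basal) and enzyme-only wells. Conditions: 4 nM human enzyme, 400 uM fluorogenic substrate, citrate/phosphate pH 5.0 with Tween-20, 20 min room temperature, compounds up to 77 uM.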
aGlu spleen mod = qHTS Assay for Inhibitors and Activators of Human alpha-Glucosidase From Spleen Homogenate; AID 2112, 2009; human spleen homogenate, 4-MU-alpha-glucoside fluorescence; Potency, µM (series often up to 79.9 µM), inactives show at the top dose activity change, negative = inhibition, hits mostly inhibitors; hit rate 0.006% among 240,000; Lysosomal alpha-glucosidase (Homo sapiens), P10253;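 note: 0% = enzyme with vehicle and -100% = no enzyme basal signal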
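Human spleen homogenate (1 ug) with 4-methylumbelliferyl-alpha-D-glucopyranoside (1 mM final) in 50 mM citrate/phosphate pH 5.0, 0.01% Tween-20; 40 min at 37 C. Stopped at pH 10; 4-MU fluorescence Ex 365/Em 440 nm; AC50 by Hill fit.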
ALDH1A1 inh = qHTS Assay for Inhibitors of Aldehyde Dehydrogenase 1 (ALDH1A1). Aldehyde dehydrogenase 1A1 (Homo sapiens), P00352. Purified ALDH1A1, NADH fluorescence, propionaldehyde substrate. Potency, µM (titrated, usually from 75.3 µM), for the others: top-dose activity, negative = inhibition, most hits filed as inhibitors. hit rate 7.3% among 220,000; active = well fitted inhibition curve with a large enough effect, not every such curve was filed as active; inconclusive = small, poorly fitted or top-dose-only effect, or another doubt; inactive = no such curve, though single readings can be large or run the other way;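 note: plate controls were no enzyme wells and a reference inhibitor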
Target sequence (P00352 whole entry, looked up): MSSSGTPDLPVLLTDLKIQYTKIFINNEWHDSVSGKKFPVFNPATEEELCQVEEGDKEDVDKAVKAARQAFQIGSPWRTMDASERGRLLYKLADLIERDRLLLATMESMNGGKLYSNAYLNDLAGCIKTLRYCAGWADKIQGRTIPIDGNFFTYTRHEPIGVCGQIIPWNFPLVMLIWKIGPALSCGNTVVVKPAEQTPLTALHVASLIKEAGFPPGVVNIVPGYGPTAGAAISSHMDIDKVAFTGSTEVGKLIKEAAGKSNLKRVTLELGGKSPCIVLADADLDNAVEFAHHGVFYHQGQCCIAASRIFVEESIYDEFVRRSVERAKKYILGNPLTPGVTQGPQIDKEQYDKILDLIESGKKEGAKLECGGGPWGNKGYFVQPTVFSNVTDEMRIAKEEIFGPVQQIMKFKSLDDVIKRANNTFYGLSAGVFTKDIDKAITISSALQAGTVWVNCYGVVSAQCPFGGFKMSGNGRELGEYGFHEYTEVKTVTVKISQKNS
NPSR antagonist = qHTS Assay for Antagonists of the Neuropeptide S Receptor: cAMP Signal Transduction. CHO-NPSR cells, cAMP TR-FRET, antagonist mode. AID 1461, 2008. hit rate 1% among 220,000. Potency, µM (highest dose often 38.3 µM), inactives show top-dose activity change, negative = inhibition, actives largely listed as inhibitors; note: % is set by controls: 0 for no effect and ±100 for the full control effect; nearly all actives have a fitted effect of over 50% in size; many of its hits are not listed in these tables
Target sequence (Q6W5P4 whole entry, looked up): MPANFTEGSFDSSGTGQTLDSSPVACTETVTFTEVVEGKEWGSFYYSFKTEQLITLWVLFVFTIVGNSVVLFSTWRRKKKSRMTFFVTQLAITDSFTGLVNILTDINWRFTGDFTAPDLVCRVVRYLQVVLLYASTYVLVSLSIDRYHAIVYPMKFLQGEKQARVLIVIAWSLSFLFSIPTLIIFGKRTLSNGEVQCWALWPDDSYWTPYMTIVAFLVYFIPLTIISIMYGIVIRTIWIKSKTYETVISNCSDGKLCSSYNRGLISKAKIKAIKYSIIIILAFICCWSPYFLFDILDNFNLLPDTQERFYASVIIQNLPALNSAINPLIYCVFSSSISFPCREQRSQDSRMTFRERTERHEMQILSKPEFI
GAA glycogen mod = qHTS Assay for Inhibitors and Activators of Human alpha-Glucosidase Cleavage of Glycogen. Potency, µM (top dose mostly 76.4 µM), for inactives: at the highest dose activity change, negative = inhibition, actives largely listed as inhibitors. hit rate 0.38% among 300,000. Lysosomal alpha-glucosidase (Homo sapiens), P10253. recombinant GAA, glycogen substrate, Amplex Red glucose oxidase fluorescence;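 note: 0% = full enzyme reaction and -100% = no-enzyme basal signal; the screen sought inhibitors and activators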
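qHTS, 1536-well; enzyme 4 nM final; cpd up to 77 uM; substrate bovine liver glycogen 30 ug; 50 mM citrate/phosphate pH 5.0, 0.01% Tween-20; 37 C, 40 min; Amplex Red detection 45 min RT; Hill fit → AC50.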
Tau fluor cs = Counterscreen qHTS for Inhibitors of Tau Fibril Formation, Fluorescence Polarization; Potency, µM (highest dose often 57.7 µM), without a hit: at the top dose activity change, negative = decrease; hit rate 0.93% among 280,000; tau K18 P301L Alexa594 fluorescence, heparin fibrillization; note: % is set by controls: 0 for no effect and ±100 for the full control effect; nearly all actives have a fitted effect of over 55% in size
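Human tau K18 P301L (15 uM unlabeled, 0.24 uM Alexa 594-labeled) in 100 mM sodium acetate pH 7 with 20 uM heparin, 6 hr at 37 C. ThT 30 uM added, 1 hr ambient; Alexa 594 FP and total fluorescence read at 555/632 nm.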
Numbers without * were called inactive; u = inconclusive; x = no result given; & = joins results of further samples; [ ] = another dose, or the depositor's remark. Unless noted, calls come from the whole dose curve; as a rule, active = well fitted curve in the direction sought with a large enough effect; inconclusive = small, poorly fitted or top-dose-only effect, or another doubt; inactive = no such curve, though single readings can be large; an effect the other way counts as inactive or inconclusive. Potency is the fitted concentration of half-maximal effect. Some of the compounds tested; rates above refer to the full screens.

SMILES	GLA spleen mod	Epigenetic derep	GAA inh	aGlu spleen mod	ALDH1A1 inh	NPSR antagonist	GAA glycogen mod	Tau fluor cs
C#CCOc1c(Br)cc(/C=N\NC(=O)CN2CCOCC2)cc1OCC	1%	-0.9%	u	1%	u	-1%[46.1 µM]	0%	-15%
COC(Cn1cc(C)c(=O)[nH]c1=O)OC	-5%	2.8%	0%	-5%	8%	30%	4%	-14%
CNc1nc(C)c(C#N)c(-c2ccccc2)c1C(C)=O	7%	-1.1%	2%	-2%	u	-14%[46.1 µM]	3%	-8%
CC(=O)C[C@H](c1ccc([N+](=O)[O-])cc1)c1c(O)c2ccccc2oc1=O	25%[29.1 µM]	-0.3%[16.9 µM]	x	-9%[29.1 µM]	11%[20.9 µM]	x	x	x
CCc1nnc(NC(=O)c2ccc(S(C)(=O)=O)cc2)s1	-6%	-1.6%	x	0%	x	-10%	9%	-2%
CN1CCN(CC(O)COCCOc2ccc(Br)cc2)CC1 (configuration not stated)	2%	-2.3%	-14%	0%	2%	11%	-1%	9%
COc1cccc(CNCC(=O)N2C(C)CCCC2C)c1 (configuration not stated)	-5%	2.0%	-5%	-6%	u	2%[46.1 µM]	13%	7%
Cc1cc(C)n2nc(C(=O)N3CCOCC3)nc2n1	3%	0.0%	1%	-7%	-11%	17%[46.1 µM]	5%	-1%
O=C(Nc1ccc(Cl)cc1)NC1(C(=O)NCCCN2CCOCC2)CCCCC1	7%	0.0%	1%	4%	-9%	3%[46.1 µM]	6%	-13%
CCOC(=O)N1CCN(C(=O)C(C)SCc2ccccc2)CC1 (configuration not stated)	1%	-1.3%	-1%	-5%	u	-1%[46.1 µM]	9%	-1%
CCOc1ccc(-c2[nH]ncc2Oc2ccccc2OCC)c(O)c1	-10%	-1.4%	-7%	-1%	u	u	-5%	14µM*[quencher]
Nc1nnc(SCc2ccc(F)cc2)s1	0%	-0.7%	-2%	-2%	3%	-15%[46.1 µM]	5%	-1%
COc1ccc(NC(=O)Cc2c(Sc3ccccc3)c3ccccc3n2C)cc1	1%	0.0%	7%	6%	-3%	-26%	0%	-11%
CCCCCC(=O)N1CC2(CC)CN(C(=O)CCCCC)CC(CC)(C1)C2=O	-6%	1.6%	x	2%	x	-9%	5%	1%
CCn1c(CSc2nnc(-c3ccncc3)n2CCOC)nc2cc(C(=O)O)ccc21	7%	-1.2%	0%	3%	1%	6%	5%	16%
CN=C1c2c(-c3ccccc3)c3cc(OC)ccc3n2CCN1C	-7%	0.7%	-6%	-10%	-2%	3%[46.1 µM]	8%	-5%
CCC(=O)Nc1sc2c(c1C(=O)N(C)C)CCCCC2	-5%	2.0%	3%	-2%	u	3%[46.1 µM]	2%	6%
COc1ccc(C(C#N)c2ccc(=O)[nH]n2)cc1 (configuration not stated)	2%	-3.2%	4%	5%	u	19%	-6%	3%
CCOc1ncccc1C(=O)OCC(=O)Nc1cc(S(=O)(=O)N2CCOCC2)ccc1C	7%	-1.0%	-2%	-5%	-6%	5%	-7%	-2%
O=C(NCC(=O)N(CC1CCCO1)C(C(=O)NC1CCCCC1)c1cccnc1)c1cccs1 (configuration not stated)	-4%	0.9%	1%	1%	7%	2%	2%	10%
Nc1nc(=S)c2[nH]cnc2[nH]1	-2%	1.3%	x	-20%	u	x	x	-12%
O=C(Nc1ccc(-c2cnco2)cc1)c1ccc(F)cc1F	-8%	1.6%	6%	1%	u	-16%	8%	-15%
COc1ccc(C2CC(=O)C=C(NCCC(C)C)C2)cc1 (configuration not stated)	2%	1.2%	3%	-8%	-4%	-13%[46.1 µM]	9%	-8%
N[C@@H](C(=O)O)c1ccc(O)c(C(=O)O)c1	3%&-3%	-0.3%	x	24%&1%	u	x	x	-10%
Cc1c(N=C2SCC(=O)N2c2c(C)n(C)n(-c3ccccc3)c2=O)c(=O)n(-c2ccccc2)n1C	-6%	-1.5%	1%	-4%	u	-9%[46.1 µM]	-8%	-4%
CCOC(=O)Cc1c[nH]c(=S)[nH]c1=O	10%	1.1%	x	-5%	x	-15%	2%	9%
O=C(COC(=O)c1ccncc1)c1ccccc1	2%	-2.2%	7%	-11%	0%	10%	-1%	-3%
Cc1ccc(NC(=O)C(OC(=O)c2cc(C)oc2C)c2ccccc2)cc1 (configuration not stated)	-7%	0.0%	-6%	-7%	u	u	-8%	-22%
CC(C)(C)CN1CCNC(=O)C1CC(=O)NC1Cc2ccccc2C1 (configuration not stated)	7%	1.1%	x	8%	0%	-2%	7%	-7%
CCOC(=O)c1cc2c(=O)[nH]ccc2nc1C(F)(F)F	-2%	0.2%	x	-5%	x	u	8%	-5%
c1ccc(-c2cn(-c3ccccc3)c3ncnc(NCCCN4CCOCC4)c23)cc1	0%	1.9%	-2%	1%	-3%	-9%	7%	-8%
CC(=O)Nc1sc(N/N=C/c2ccccc2F)nc1-c1ccc(C)cc1	9%	1.0%	x	1%	x	-13%	u	u
Cc1cc(C)n2nc(SCC(=O)c3ccc[nH]3)nc2n1	-2%	-1.6%	-4%	-5%	7%	-2%[46.1 µM]	2%	-7%
Cc1cc(C)n(CC(C)O)c(=O)c1C#N (configuration not stated)	-8%	0.6%	4%	-13%	3%	2%[46.1 µM]	0%	-5%
COc1ccc(CCNC(=O)CCCN2C(=O)c3ccccc3C2=O)cc1OC	7%	2.5%	-2%	2%	u	-7%[46.1 µM]	8%	-10%
CCN(C(=O)CSc1nnc(-c2ccncc2)n1Cc1ccccc1)C1CCS(=O)(=O)C1 (configuration not stated)	-3%	-1.3%	10%	1%	-3%	15%	14%	2%
COc1ccc([N+](=O)[O-])c(OC)c1C(=O)Nc1ccc(F)cc1F	4%	0.2%	x	2%	x	-11%	-3%	-4%
Cc1c(NC(=S)NC(=O)C(c2ccccc2)c2ccccc2)cccc1C(=O)O	-11%	-1.2%	1%	7%	9%	-14%[46.1 µM]	-5%	3%
Cc1c(C(=O)Nc2ccccc2-c2ccccc2)cccc1[N+](=O)[O-]	8%	-0.4%	-13%	-4%	14%	-6%[46.1 µM]	16%	-8%
CCc1ccc(CN2C(=O)CCC2(C)C(=O)NC2CCCC2)cc1 (configuration not stated)	6%	0.2%	2%	-2%	4%	-5%[46.1 µM]	0%	-5%

Five structures already listed, arranged by molar mass, ascending:
SMILES	GLA spleen mod	Epigenetic derep	GAA inh	aGlu spleen mod	ALDH1A1 inh	NPSR antagonist	GAA glycogen mod	Tau fluor cs
Cc1cc(C)n(CC(C)O)c(=O)c1C#N (configuration not stated)	-8%	0.6%	4%	-13%	3%	2%[46.1 µM]	0%	-5%
CCOC(=O)Cc1c[nH]c(=S)[nH]c1=O	10%	1.1%	x	-5%	x	-15%	2%	9%
Nc1nnc(SCc2ccc(F)cc2)s1	0%	-0.7%	-2%	-2%	3%	-15%[46.1 µM]	5%	-1%
CNc1nc(C)c(C#N)c(-c2ccccc2)c1C(C)=O	7%	-1.1%	2%	-2%	u	-14%[46.1 µM]	3%	-8%
CCn1c(CSc2nnc(-c3ccncc3)n2CCOC)nc2cc(C(=O)O)ccc21	7%	-1.2%	0%	3%	1%	6%	5%	16%

Carrying on:
SMILES	GLA spleen mod	Epigenetic derep	GAA inh	aGlu spleen mod	ALDH1A1 inh	NPSR antagonist	GAA glycogen mod	Tau fluor cs
c1cncc(-c2ccc3ncnc(N4CCNCC4)c3c2)c1	-4%	0.3%	x	3%	-2%	x	x	-12%
O=C(NNc1nc2ccccc2s1)Nc1ccc(Cl)c(Cl)c1	0%	-1.1%	x	-3%	x	-37%	u	u
CCOC(=O)c1nnn(-c2nonc2N)c1CNC(C)C	5%	2.5%	-2%	-6%	-2%	4%[7.67 µM]	0%	-2%
COc1ccc(NC(=O)CCC(=O)OCc2ccc(Br)cc2)cc1	-6%	-0.6%	5%	-1%	-7%	7%	8%	0%
COc1ccc([N+](=O)[O-])cc1C1NN=C(c2ccccc2O)S1 (configuration not stated)	4%	1.1%	-2%	-18%	-1%	-8%[46.1 µM]	u	u
Cc1c(NC(=O)CSc2nncc3ccccc23)c(=O)n(-c2ccccc2)n1C	2%	-1.0%	2%	2%	8%	5%	3%	0%
O=C(c1ccc(C(F)(F)F)cc1)C1CCCN(Cc2cccn2-c2ncccn2)C1 (configuration not stated)	2%	1.1%	3%	5%	u	25%	-7%	-4%
O=C1CCCc2oc3ccc(O)cc3c21	3%	-1.0%	2%	9%	8%	12%	8%	2%
O/N=C1\CC/C(=N\O)c2nn(-c3ccccc3Cl)nc21	13%	-0.2%	10%	8%	-8%	-1%[46.1 µM]	6%	-12%
CCCCCCC(=O)Oc1cccc(N2C(=O)C3CCCCC3C2=O)c1 (configuration not stated)	-7%	-1.3%	-10%	x	u	13%	-9%	-6%
O=C(Cc1ccccc1)Nc1ccc(NC(=O)c2cccs2)c(Cl)c1	-3%	-0.9%	-3%	4%	5%	-12%	13%	-3%
CCCCn1c(=O)[nH]c(=O)c2c(C(=O)OCC)cc(-c3cccs3)nc21	15%	-1.4%	u	1%	u	-23%	7%	-3%
CCOc1cccc(-c2nnc(SCC(=O)Nc3cc(OC)cc(OC)c3)n2N)c1	u	-1.8%	-8%	-8%	-10%	-22%[46.1 µM]	-3%	-12%
CN(C)C(=O)C1CC(=O)OC12CCCCC2 (configuration not stated)	-2%	-0.9%	x	-4%	x	51%	3%	-12%
N#C/C(=C/c1ccc(C(=O)O)cc1)C(=O)Nc1ccccc1	4%	6.2%	6%	4%	-14%	-12%	9%	0%
O=[N+]([O-])c1ccc2nc(NCCCO)nc(-c3ccccc3)c2c1	-5%	0.0%	-2%	0%	1%	-7%	2%	-6%
